GPR55 LPI antagonism: GPR55 antagonists blocking LPI-driven arrestin recruitment, primary screen, imaging, U2OS, beta-arrestin-GFP, LPI agonist (AID 2013). 290,000 tested, 0.13% active. one-dose inhibition, % at 10 µM; IC50 in µM for titrated hits. U2OS GPR55 beta-arrestin-GFP translocation imaging, LPI antagonism; higher % means a stronger effect;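 active = spots per cell inhibited over 60%, with over 100 cells counted and total cytoplasm intensity under 500,000; inconclusive = wells with under 100 cells, flagged as likely toxic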;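 also: U2OS cells stably carrying GPR55 and arrestin-GFP stimulated by 5 µM LPI near EC80; imaged beta-arrestin-GFP aggregate spots per cell after agonist stimulation; plate controls were LPI-stimulated DMSO wells for no effect and DMSO wells without LPI for full effect; some results filed as inactive read as strong as hits; confirmed hits need IC50 under 10 µM and bright autofluorescent wells are also inconclusive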
NOD2 inhibition: NOD2 signaling inhibitors, cell-based, luminescence, uHTS, HEK293 (AID 1566). inhibition, % at 4 µM, or EC50 in µM where a hit was titrated. 290,000 tested, 0.63% active. HEK293 NOD2/NF-kB luciferase reporter, luminescence; higher % means a stronger effect; also: many of its hits are not listed in these tables
KOR beta-arrestin-1: kappa opioid receptor blockers – cell-based, luminescence, uHTS (AID 1778); KOR beta-arrestin recruitment, luminescence, antagonist mode; higher % means a stronger effect; one-dose inhibition, % at 10 µM; IC50 in µM for titrated hits; 290,000 tested, 0.091% active; also: strong numbers were not always called active
Myeloid diff MLP: promotes myeloid progenitor differentiation | ER-HoxA9 myeloid progenitors, lysozyme-GFP differentiation, flow cytometry | calls only at 10 µM | 360,000 tested, 1% active | AID 624256;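 active = normalized GFP-positive differentiation at or above the plate's own cutoff, the solvent-only control mean plus 3 SD; inconclusive = no clear call, values can overlap the other calls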;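 also: cells exposed to compound for four days before flow analysis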
HIV fusion peptide: inhibitors of HIV fusion peptide binding, primary screen, biochemical, uHTS, fluorescence dequenching (AID 1986); 290,000 tested, 0.3% active; cell-free peptide binding, fluorescence dequenching, 30 min; higher % means a stronger effect; inhibition, % at 20 µM; hits with a dose series show IC50 in µM; in the data active = inhibition mostly above about 52%, no sharp cut-off; inactive = mostly below about 76%; also: some results filed as inactive read as strong as hits
NOD1 inhibition: inhibition of NOD1-driven NF-kB reporter – cell-based, luminescence, uHTS, primary screen (AID 1578); NOD1-driven NF-kB luciferase reporter cells, luminescence; higher % means a stronger effect; one-dose inhibition, % at 4 µM; EC50 in µM for titrated hits; 290,000 tested, 1% active; in the data active = inhibition mostly above about 36%, no sharp cut-off; inactive = mostly below about 34%;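 also: HEK-293T reporter cells stimulated with the NOD1 agonist gamma-tri-DAP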
GPR35 arrestin U2OS: inhibition of zaprinast-stimulated GPR35 beta-arrestin translocation – imaging, U2OS, beta-arrestin-GFP, zaprinast agonist, primary screen (AID 2058); U2OS GPR35 beta-arrestin-GFP translocation imaging, zaprinast antagonism; higher % means a stronger effect; one-dose inhibition, % at 10 µM; IC50 in µM for titrated hits; 290,000 tested, 0.052% active;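 active = inhibition of at least 50% with at least 30 cells and total cytoplasm GFP at most 10,000,000; inconclusive = under 30 cells or total GFP of 10,000,000 plus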
GPR55 activation: GPR55 agonists via beta-arrestin recruitment, primary screen, imaging, U2OS cells, beta-arrestin-GFP redistribution (AID 1961); U2OS GPR55 beta-arrestin-GFP redistribution imaging; higher % means a stronger effect; activation, % at 10 µM; hits with a dose series show EC50 in µM; 290,000 tested, 0.048% active;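 active = activation above 40% with more than 50 cells counted in the well; inconclusive = wells holding fewer than 50 cells, flagged as toxic or sparse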;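 also: U2OS osteosarcoma cells stably expressing GPR55 and beta-arrestin-GFP; plate controls were DMSO negative control for no effect and LPI positive control for full effect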
KOR beta-arrestin-2: kappa opioid receptor activators – cell-based, luminescence, uHTS, primary screen (AID 1777) | KOR beta-arrestin recruitment, luminescence; higher % means a stronger effect | activation, % at 10 µM, or EC50 in µM where a hit was titrated | 280,000 tested, 0.02% active; in the data active = activation above about 50%, passing the limit was not always enough; also: a part of the inactive calls stands beside numbers as strong as those of hits
Myeloid diff MLP GFP+ MAC1+ %: second read-out of Myeloid diff MLP, no call of its own (marks repeat the call); GFP+ MAC1+ double positive, %; measured here: differentiation confirmed by MAC1 staining
* marks the source's active call; other numbers are inactive results; i = inactive; ? = inconclusive; / = no result given; [ ] = dose if it differs, or a comment. Rule as the data show it, unless noted: active = inhibition above about 50%; inactive = the rest. A portion of the library; count on the stated rates, not on these rows.

Results follow in this order: HIV fusion peptide	Myeloid diff MLP GFP+ MAC1+ %	GPR35 arrestin U2OS	NOD1 inhibition	Myeloid diff MLP	KOR beta-arrestin-2	NOD2 inhibition	GPR55 LPI antagonism	KOR beta-arrestin-1	GPR55 activation
- Cc1ccc(NC(=O)c2c([N+](=O)[O-])c(C(C)(C)C)nn2C)c(C)c1
  0.3%	0.3	10%	-10%	i	-1.0%	6%	3%	7%	-0.1%
- C/C(=N\NC(=O)c1ccncc1)c1cccc(NC(=O)c2ccc(Cl)s2)c1
  0.3%	0.4	-6%	-32%	i	0.1%	-12%	1%	34%	-0.1%
- CCOc1ccc(S(=O)(=O)N2CCC(C(=O)OC(C)C(=O)N(C)C3CCCCC3)CC2)cc1 (centres undefined)
  -1.2%	1.8	49%	-17%	i	0.6%	6%	11%	5%	-0.1%
- CCC(C(=O)OCC(=O)c1ccc2c(c1)NC(=O)CO2)c1ccccc1 (centres undefined)
  -1.3%	0.6	4%	-21%	i	-4.3%	16%	10%	10%	0.2%
- CS(=O)(=O)Nc1nnc(SCC(=O)N(c2ccccc2)c2ccccc2)s1
  4.4%	/	12%	-13%	?	-5.9%	11%	10%	8%	-0.2%
- O=C(c1ccccc1-c1ccccc1)N1CCOCC1
  -0.5%	0.7	3%	-14%	i	-0.2%	15%	6%	38%	-0.1%
- COc1cccc(/C=C/C(=O)Nc2ccc3c(c2)OCCO3)c1
  1.6%	0.4	-7%	-44%	i	1.5%	-86%	9%	-34%	0.6%
- CNC(=O)NNC(=O)c1csc(Cc2c(Cl)sc3ccc(Cl)cc23)n1
  -1.6%	0.9	7%	-4%	i	1.0%	16%	2%	16%	1.0%
- COc1ccccc1NC(=O)Cc1noc(CSc2cccc[n+]2[O-])n1
  2.2%	0.7	-8%	-8%	i	4.5%	9%	6%	-29%	-0.1%
- CC1(C)CC(=O)c2cnc(NC(=O)CSC(=S)N3CCCCC3)nc2C1
  -2.1%	0.6	-11%	10%	i	8.1%	9%	4%	-8%	-0.3%
- CCc1cc2c(=O)n(Cc3ccco3)c(SCC(=O)NC3CCS(=O)(=O)C3)nc2s1 (centres undefined)
  13%	1.2	13%	-8%	i	-7.7%	18%	-3%	9%	0.2%
- Cc1ccc(-c2cc(NC(=O)c3ccccc3)on2)cc1
  1.7%	0.8	-1%	-14%	i	-4.6%	-77%	-2%	13%	-0.1%
- CC1CCCN(c2nc3ccsc3c(=O)s2)C1 (centres undefined)
  -0.1%	0.6	6%	-47%	i	0.9%	-65%	-6%	-31%	0.3%
- Cc1csc(NC(=O)CSc2ccc([N+](=O)[O-])cn2)n1
  0.0%	0.6	-4%	-10%	i	-1.3%	18%	5%	-8%	0.0%
- COc1cccc(N2CCN(C(=O)c3ccc(CS(=O)c4ccccc4C)o3)CC2)c1 (centres undefined)
  -1.9%	/	11%	-17%	?	4.3%	2%	-15%	-134%	-0.1%
- Cc1nc2sc(C(c3ccc(Cl)cc3)N3CCN(C(=O)c4ccco4)CC3)c(O)n2n1 (centres undefined)
  -1.8%	1.3	7%	-34%	i	-4.6%	2%	10%	8%	0.5%
- CCOC(=O)C(=CNc1nc(-c2ccccc2)c(C(=O)Nc2ccc(-c3ccccc3)cc2)s1)C(=O)OCC
  1.4%	3.2	-8%	-58%	i	1.5%	3%	7%	-15%	-0.2%
- COc1ccccc1S(=O)(=O)Cc1ccc(C(=O)N2CCOCC2)o1
  3.8%	1.2	3%	-28%	i	5.4%	9%	-3%	-21%	0.8%
- CCOC(=O)c1sc(NC(=O)c2ccccc2F)c(C(N)=O)c1C
  2.1%	1.6	8%	-34%	i	-2.2%	6%	1%	-25%	-0.3%
- O=c1[nH]c(CSc2ccccn2)nc2ccccc12
  0.0%	0.3	-2%	-32%	i	0.9%	-43%	-9%	-10%	0.5%
- COc1ccc(C(=O)N2CCN(c3c(C)cccc3C)CC2)cc1OC
  -1.1%	1.9	10%	5%	i	-4.1%	12%	3%	-11%	-0.1%
- Cc1ccc(S(=O)(=O)N2CCC(C(=O)NNC(=O)c3ccccc3)CC2)cc1
  -0.4%	0.2	0%	-43%	i	2.4%	-3%	-7%	-14%	-0.1%
- N#Cc1ccccc1NC(=O)CSc1ccc([N+](=O)[O-])cn1
  -0.2%	2.3	2%	-25%	i	1.9%	-4%	2%	-39%	0.2%
- O=C(Nc1ccc(C(F)(F)F)cc1Cl)c1ccc(Cn2cc(Br)cn2)o1
  1.2%	7.7	3%	5%	i	9.6%	7%	10%	5%	-0.2%
- COc1ccc(N/C=C/C(=O)c2cc(OC)c(OC)c(OC)c2)cc1
  -1.2%	/	-2%	-38%	?	-5.1%	-8%	-14%	-156%[20 µM]	0.0%
- Cc1ccc(Cl)cc1NC(=O)C(=O)N/N=C/c1ccc2c(c1)OCO2
  -2.1%	1.5	3%	-39%	i	5.6%	-10%	-9%	-14%	-0.1%
- COC(=O)c1cc(OC)nc2c1c(=O)n(C)c(=O)n2C
  2.6%	0.0	10%	-38%	i	1.4%	-9%	3%	12%	-0.2%
- O=C(CN1C(=O)NC2(CCCCCC2)C1=O)Nc1ccc(S(=O)(=O)N2CCOCC2)cc1
  -0.6%	0.5	4%	-7%	i	-6.3%	16%	5%	-6%	0.2%
- Cc1cc(C)nc(SCCCNCc2ccc(Br)cc2)n1
  0.0%	0.5	6%	-23%	i	6.4%	-18%	-14%	-24%[20 µM]	-0.1%
- S=C(NCc1ccc(Cl)cc1)NC1CCN(Cc2ccccc2)CC1
  -0.7%	0.1	-23%	-1%	i	0.9%	7%	2%	-31%	0.1%
- Cc1ccc(S(=O)(=O)N2CCC(=O)N(CCOCc3ccccc3C)CC2)cc1
  1.0%	1.4	-14%	-6%	i	2.4%	9%	-7%	-31%	0.2%
- COCCN(C(=O)c1csnn1)C(C(=O)NC1CCCCC1)c1sccc1C (centres undefined)
  -1.2%	0.8	-6%	28%	i	/	-2%	2%	-78%	-0.1%
- Cc1ccc(N=c2c([N+](=O)[O-])nn(-c3ccc4c(c3)OCCO4)n2O)c(Cl)c1
  -2.4%	/	-2%	-32%	/	-8.4%	-9%	0%	16%	-0.5%
- CC(C)CNC(=O)C(=O)Nc1ccc(N(C)C)cc1
  -1.0%	0.0	-1%	-62%	i	0.3%	-38%	-2%	-46%	-0.2%
- COc1cc(NC(=S)NC(=O)c2cc(C)cc(C)c2)ccc1NC(=O)c1cccs1
  1.0%	1.6	-12%	-11%	i	-1.2%	35%	3%	14%	0.1%
- CSc1ccc(/C=N/NC(=O)CN2CCN(Cc3ccccc3)CC2)cc1
  3.8%	0.8	16%	-2%	i	-2.9%	-19%	2%	1%	1.2%
- Cc1cc(C(=O)COC(=O)C2COc3ccccc3O2)c(C)n1CC1CCCO1 (centres undefined)
  0.5%	0.4	4%	-34%	i	-0.8%	-9%	-2%	43%	-0.1%
- C1CN(c2nc(N3CCOCC3)nc(N3CCOCC3)n2)CCO1
  -1.1%	/	7%	-5%	/	4.0%	9%	9%	-2%	-0.3%
- Cc1ccc(NC(=O)C2CCN(S(=O)(=O)c3cccs3)CC2)c(O)c1
  0.6%	1.3	-1%	-13%	i	7.6%	11%	11%	-5%	-0.1%
- Cc1c(Cl)cccc1NC(=O)CCN1CCCCC1
  0.2%	0.5	0%	/	i	-1.0%	6%	15%	-6%	-0.1%
- CC(=O)NNC(=O)CC(=O)Nc1nc(C23CC4CC(CC(C4)C2)C3)cs1
  3.1%	0.8	-2%	8%	i	-1.3%	-10%	4%	/	-0.4%
- COc1ccc(N2CCN(c3nc4c(C)cccn4c(=O)c3/C=C(\C#N)C(N)=O)CC2)cc1
  0.6%	1.5	-2%	-4%	i	2.8%	20%	9%	10%	-0.1%
- CCOC(=O)CSc1nc2ccccc2c(=O)[nH]1
  -0.4%	1.9	-1%	-45%	i	-4.8%	0%	-4%	39%	-0.1%
- CCN1C(=O)C(=O)N(CC(=O)Nc2ccccc2Oc2ccccc2)C1=O
  -2.3%	0.5	-7%	-4%	i	-4.9%	17%	-3%	-6%	-0.3%
- COc1ccc(C(=O)N2CCC(C(=O)Nc3ccc4c(c3)OCO4)CC2)cc1
  -2.3%	0.4	14%	20%	i	7.3%	-10%	4%	9%	0.0%
- CCN(CC)S(=O)(=O)c1cc(C(=O)OCC(=O)Nc2cccc(C)c2C)ccc1F
  -0.6%	1.0	-16%	2%	i	-2.8%	13%	7%	19%	-0.2%
- Cc1cccc(NC(=O)c2n[nH]c([N+](=O)[O-])c2Br)c1C
  5.2%	0.4	10%	-10%	i	-0.3%	-89%	23%	-8%	0.7%
- CC1CCN(C(=O)CSc2ccc(-c3ccccc3)nn2)CC1
  -3.2%	0.2	6%	-16%	i	3.7%	-4%	2%	-14%	0.0%
- COCC1CCCCN1C(=O)C1CCN(c2nc(-c3ccccc3)nc3c2CCC3)CC1 (centres undefined)
  -0.4%	5.6	13%	-23%	i	-0.3%	-4%	11%	6%	-0.1%
- O=C(c1ccco1)N1CCC(c2nc(-c3ccccc3Cl)no2)CC1
  0.0%	10	-1%	0%	i	-0.4%	3%	2%	-40%	-0.1%

Next section.
Results follow in this order: HIV fusion peptide	Myeloid diff MLP GFP+ MAC1+ %	GPR35 arrestin U2OS	NOD1 inhibition	Myeloid diff MLP	KOR beta-arrestin-2	NOD2 inhibition	GPR55 LPI antagonism	KOR beta-arrestin-1	GPR55 activation
- Cc1cc(C(=O)NNS(=O)(=O)c2ccc(F)cc2)nn1C(C)(C)C
  -0.5%	0.5	-2%	6%	i	-6.5%	-21%	-4%	-7%	-0.2%
- O=C(CSc1nnc(CN2CCOCC2)n1-c1ccc(Cl)cc1)Nc1cc(Cl)ccc1O
  -0.2%	0.9	-13%	-16%	i	13%	0%	-6%	-3%	-0.1%
- Cc1cc(C(=O)CN2C(=O)NC(c3ccccc3)(c3ccccc3)C2=O)c(C)n1Cc1ccco1
  0.7%	0.9	-1%	3%	i	-8.9%	-5%	-4%	-46%	-0.3%
- CCC(C)c1ccc(NC(=O)NCc2cccnc2)cc1 (centres undefined)
  0.4%	0.4	-3%	-38%	i	4.0%	12%	-22%	-14%	0.0%
- CC(/C=N/n1c(-c2ccco2)n[nH]c1=S)=C\c1ccco1
  28%	0.5	2%	-8%	i	-2.6%	-39%	-12%	-6%	0.0%
- CCCN1CCC(NC(=S)Nc2ccc([N+](=O)[O-])cc2)CC1
  -0.8%	0.0	-8%	0%	i	/	-4%	-6%	10%	0.2%
